# SK-BR-3 tox 24h: SK-BR-3 proliferation inhibitors. SK-BR-3 viability, CellTiter-Glo ATP luminescence, 24 h; active compounds read low. viability, % at 10 µM. 0.47% of 41,000 active. AID 847;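 active = viability at or below the median of all test compounds minus 3 SD, in both replicates if run twice, cut at about 45% in these data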;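 also: 100% = median untreated cell wells and 0% = median positive control drug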
# * hit, by the source's call. Not all compounds are listed, so the mix of outcomes need not match the whole.
# The opening 2 entries, ahead of the listing:
smiles,SK-BR-3 tox 24h
COc1ccc(C(CNC(=O)c2ccc(OCC3CCCO3)cc2)N2CCOCC2)cc1 (stereo not drawn),81.8
CCOC(=O)C1CCN(C(=O)CN(c2ccc3c(c2)OCO3)S(C)(=O)=O)CC1,101.6

# The listing, from the start:
smiles,SK-BR-3 tox 24h
COc1ccc(C(CNC(=O)c2ccc(OCC3CCCO3)cc2)N2CCOCC2)cc1 (stereo not drawn),81.8
CCOC(=O)C1CCN(C(=O)CN(c2ccc3c(c2)OCO3)S(C)(=O)=O)CC1,101.6
CC1(C)Cc2ccccc2-c2nc(NCCO)n(-c3ccccc3)c(=O)c21,100.8
Cc1cc(C)cc(CC2CC(=O)N(c3cc(C)on3)C2=O)c1 (stereo not drawn),87.0
CCCCn1c(Cc2ccccc2)n[nH]c1=S,95.0
CCOC(=O)CCc1cccc2c1CCC2=O,85.0
CCC(C)Sc1nc2c(c(=O)[nH]c(=O)n2C)n1C (stereo not drawn),94.2
COc1ccccc1NC(=O)C1=C(C)NC2=C(C(=O)CCC2)C1c1ccc2c(c1)OCO2 (stereo not drawn),82.3
O=C(O)CCC(=O)c1c[nH]c2ccccc12,88.7
CCOC(=O)C1CCN(C(=O)Cc2c(C(=O)O)n(C)c3ccccc23)CC1,83.8
COc1ccc2[nH]c(=O)c(CN(Cc3nnnn3CCc3ccccc3)CC3CCCO3)cc2c1 (stereo not drawn),97.3
O=C(CCc1nc(-c2ccc(Cl)cc2)no1)OCc1ccc(Br)cc1,97.0
CCOCCCNC(=O)C1CCCN(S(=O)(=O)CC)C1 (stereo not drawn),102.7
N/C(=N\c1nc2ccccc2o1)NC(=O)c1ccccc1NC(=O)c1ccccc1,69.0
CCOc1cccc(C(=O)NC2CCCCC2)c1,95.1
O=S(=O)(Nc1ccccn1)c1ccc(C2CCCCC2)cc1,119.5
COCCCNC(=O)c1cn(C)c(=O)c2cc(OC)c(OC)cc12,90.6
CN(c1ccccc1C(=O)Nc1ccc2c(c1)OCCO2)S(C)(=O)=O,111.1
CCCn1cc2c(c1-c1cccc(C)c1)c(=O)n(C)c(=O)n2C,113.6
O=C(O)CCC(=O)N1CCN(c2ccc(C(=O)c3ccc(F)cc3)cc2)CC1,97.3
O=C(CSc1nnc(-c2ccccn2)n1Cc1ccco1)c1ccc(Cl)cc1,61.1
O=C(CSc1nnc(Cc2ccccc2)o1)N1CCc2ccccc21,86.7
CC(C)(C)NCC(O)c1cc(O)cc(O)c1 (stereo not drawn),89.1
CCP(=O)(CC)c1cccc(N)c1,85.2
CCOC(=O)c1c(N=CN(C)C)c(C#N)n2c1CCC2,100.0
CN(C)c1ccc(-c2nc3n(n2)C(c2cccnc2)C2=C(CC(C)(C)CC2=O)N3)cc1 (stereo not drawn),91.3
Cc1c(C)c2c(C)[nH]nc2oc1=O,106.3
COC(=O)c1c(NC(=O)CC2NCCNC2=O)sc2c1CCCC2 (stereo not drawn),95.6
Cc1n[nH]c(C)c1S(=O)(=O)N1CCCC(C(=O)NCc2cccs2)C1 (stereo not drawn),93.7
COc1cccc(C(=O)Nc2ccc(NC(=O)c3ccco3)nc2)c1,83.8
Cn1cc(C(=O)NCCN2CCN(c3ccccc3F)CC2)c2c3ccccc3n(C)c2c1=O,69.1
Cn1c(CCN2CCCCCC2)nc2cc(NC(=O)Nc3ccccc3)ccc21,91.8
O=C(NCCO)c1scc2c1OCCO2,75.9
CCOc1ccccc1C1C(C#N)=C(N)SC(N)=C1C#N,105.1
CC1(C)CC(=O)C2=C(C1)NCN(CCCN1CCOCC1)C2,94.6
CC(C)COC(=O)c1ccc(NC(=O)C2C3CCC(C3)C2C(=O)O)cc1 (stereo not drawn),74.0
COc1ccc(-n2ncc3c(NCCCn4ccnc4)ncnc32)cc1,87.1
O=C(CSc1nnc(-c2cccnc2)n1-c1ccccc1)Nc1ccc2c(c1)OCO2,104.2
O=C(CS(=O)(=O)Cc1ccccc1)NCC1CCCO1 (stereo not drawn),96.5
COC(=O)/C(=C1/Oc2cc(C)oc(=O)c2S1)C(F)(F)F,38.2*
CSc1nc(N2CCOCC2)c2c(c1C#N)CCCCC2,89.2
COc1ccc(NC(=O)CCCNS(=O)(=O)c2cccs2)cc1,87.2
O=C(COC(=O)CCC(=O)Nc1nccs1)NCc1ccco1,93.4
CN1C(=O)C(=C2CCCCCC2)SC1=S,87.9
CCCn1c(C(O)c2ccc3c(c2)OCO3)nc2ccccc21 (stereo not drawn),99.1
Fc1ccc(-c2cc(C(F)(F)F)nc(-n3cncn3)n2)cc1,68.2
COc1ccc(N/C=C2/CCCCC2=O)cc1,87.9
O=C(COC(=O)CCc1c[nH]c(=O)[nH]1)Nc1ccccc1,89.3
CCC(CC)C(=O)NCCc1cc2ccc(OC)cc2[nH]c1=O,90.0
O=C(O)Cc1ccc(NC(=O)C2CC=CCC2C(=O)O)cc1 (stereo not drawn),98.5
CCOC(=O)c1c(C)n(C)c2ccc(OCC(O)Cn3c(C)nc4ccccc43)cc12 (stereo not drawn),83.2
CCc1nc2c3cnn(-c4cc(Cl)ccc4C)c3ncn2n1,73.0
O=c1nc2scc(-c3ccccc3)n2c2ccccc12,102.2
Cc1cccc(C2Nc3ccccc3C(=O)N2CCc2ccccc2)n1 (stereo not drawn),92.6
COc1ccc(OCC(=O)N2CCN(C(=O)COc3ccccc3)CC2)cc1,88.4
CC1CCCC(C)N1C(=O)CSc1nnc(-c2c[nH]c3ccccc23)o1 (stereo not drawn),82.4

# Next structures
smiles,SK-BR-3 tox 24h
Cc1ccc(C(C)C)cc1S(=O)(=O)NCc1cccnc1,70.2
CCn1c2ccccc2c2nn(C)c(=N)nc21,84.4
COC(=O)C1=C(C)N=C2SC(C)C(=O)N2C1c1cccc(F)c1 (stereo not drawn),102.6
CCc1nnc(NC(=O)C2CCCN2S(=O)(=O)c2ccc(F)cc2)s1 (stereo not drawn),83.3
O=C(CN(C1CCCCC1)S(=O)(=O)c1ccc(Cl)cc1)NCc1ccncc1,88.2
O=C(Nn1c(-c2ccccc2)nc2ccccc2c1=O)c1ccco1,61.9
CC(=O)N1CC2(C)CN(C(C)=O)CC(C)(C1)C2O (stereo not drawn),103.4
CCOc1cc(Br)c(C(=O)O)cc1OCC,90.9
CCOC(=O)c1c(C)[nH]c(C(=O)OC)c1CCC(=O)OC,89.1
Cc1ccccc1NC(=O)N1C2CCCC1CC(NC(=O)C(C)(C)C)C2 (stereo not drawn),122.2
CCN1C(=C2C(=O)c3ccccc3C2=O)C=Cc2ccccc21,72.8
COc1cc([C@@H]2c3cc4c(cc3[C@H](O)[C@H]3COC(=O)[C@H]23)OCO4)cc(OC)c1OC,83.9
Cc1ccc(C)n1-c1cccc(C(=O)O)c1,98.9
CC1CN(C(=O)c2cccs2)CCN1C(=O)c1cccs1 (stereo not drawn),86.7
COc1cccc(-n2nc(C(=O)O)c3ccccc3c2=O)c1,60.9
Clc1cccc(-c2cc3nc4c(c(N5CCOCC5)n3n2)CCCC4)c1,73.0
COc1cc(OC)cc(C(=O)Nc2cccc(N3CCCC3)c2)c1,83.7
O=S(=O)(c1ccc(Cl)cc1)N1CCC(N2CCCCCC2)CC1,77.2
Cn1c(SCc2ccc(F)cc2)nnc1-c1ccccn1,118.0
O=C(NCc1ccco1)c1cc2n(n1)C(C(F)(F)F)CC(c1ccc(Br)cc1)N2 (stereo not drawn),111.0
Cn1c(=O)c2c(nc(SCC(=O)c3cccs3)n2Cc2ccc(F)cc2)n(C)c1=O,91.2
COc1ccc(-c2noc(C3CCCN(C(=O)CCc4ccccc4)C3)n2)cc1 (stereo not drawn),105.0
COc1ccc(N(CC(=O)O)S(=O)(=O)c2cccnc2)cc1,84.6
CN(C)S(=O)(=O)c1ccc(S(=O)(=O)N(CC(=O)Nc2ccccc2)Cc2ccco2)cc1,100.7
Cc1ccnc(SCCn2c(N3CCOCC3)nc3c2c(=O)n(C)c(=O)n3C)n1,91.4
Cc1nc2nc(Cc3ccccc3)[nH]n2c(=O)c1Cc1ccccc1,98.7
C=CCNc1nc(N2CCCC2)nc2ccccc12,70.9
COc1ccc(NS(=O)(=O)c2ccc3c(c2)CCC(=O)N3)c(OC)c1,89.5
COc1ccc(S(=O)(=O)N(C)c2ccc(C(=O)N3CCOCC3)cc2)cc1OC,86.4
CCCCCCC1CC(CSc2ncn[nH]2)OC1=O (stereo not drawn),111.3
COc1cc(-n2c(C)nc3cc(C(=O)NCc4ccco4)ccc32)cc(OC)c1OC,95.5
COC(=O)c1c(C)noc1-c1cc(C)on1,87.1
CSc1nsc(SCC(=O)N2CCCc3ccccc32)n1,97.8
COc1ccccc1C(=O)N1CCN=C1SC,69.6
CCOC(=O)c1c(-c2ccc(C)o2)csc1NC(=O)CN1CCN(CC)CC1,84.0
CC(C)C1Cc2c(sc3c2c(=O)n(-c2ccccc2)c2nncn32)CO1 (stereo not drawn),79.9
CC1CCCCN1C(=O)Cn1cc(C(=O)c2ccco2)c2ccccc21 (stereo not drawn),98.4
O=C(CN1C(=O)C2C3C=CC(C3)C2C1=O)NCC1COc2ccccc2O1 (stereo not drawn),63.5
CCOC(=O)Cc1c(C)nc2cc(-c3ccc(Cl)cc3)[nH]n2c1=O,108.3
COc1ccc2oc(=O)c(C(=O)N3CCc4ccccc43)cc2c1,108.2
CSc1ccc(C2Nc3ccccc3-c3cc(C)nn32)cc1 (stereo not drawn),100.4
CCC(Oc1ccccc1)C(=O)N1CC(C)CC(C)C1 (stereo not drawn),83.2
CCn1nccc1C(=O)Nc1nccs1,53.6
O=c1cc(CN2CCN(C/C=C/c3ccccc3)CC2)c2cc(O)ccc2o1,83.8
COc1ccc(Nc2cccccc2=O)cc1,87.2
CCCCOC(=O)Nc1nccs1,94.1
CCOC(=O)CSc1nncc2ccc(OC)c(OC)c12,83.8
Cc1cccc2cc(C(c3nnnn3CC3CCCO3)N3CCOCC3)c(=O)[nH]c12 (stereo not drawn),89.0
CCCSc1nnc(Cc2cc(=O)[nH]c(=O)[nH]2)n1-c1cc(C)ccc1C,88.1
COc1ccccc1-n1cnc2cc(NS(=O)(=O)c3ccccc3)ccc21,87.4
Oc1oc(-c2ccco2)nc1C=Nc1cccc(Cl)c1,87.3
O=C1C2CC=C(Cl)CC2C(=O)N1CCc1c[nH]c2ccccc12 (stereo not drawn),84.8
Cc1ccc(N2CCCCn3c2nc2c3c(=O)n(CC(=O)O)c(=O)n2C)cc1,122.4
O=C(OCCN1CCCC1)C1(c2ccccc2)CCCC1,96.2
CCCCn1c(CN(C)Cc2ccccc2)nc2c1c(=O)n(C)c(=O)n2C,91.5
COCCCN1C(=O)c2ccc(C(=O)NCc3ccco3)cc2C1=O,99.2

# Further results follow.
smiles,SK-BR-3 tox 24h
COC(=O)c1ccc(-c2sc3nc(N4CCOCC4)c4c(c3c2N)CC(C)(C)OC4)o1,33.7*
CC1(C)Cc2c(c(-c3ccco3)[nH]c(=O)c2C#N)CO1,97.4
OCC1OC(n2nnc3ccccc32)C(O)C(O)C1O (stereo not drawn),104.2
CC1CN(C(=O)c2ccc(COCC(F)(F)F)o2)CC(C)O1 (stereo not drawn),89.1
C=CCn1c(SCC#N)nc2c(c1=O)C(C)(C)Cc1ccccc1-2,70.4
O=C1CC(Cc2ccc(Cl)cc2)C(=O)N1c1ccccn1 (stereo not drawn),100.2
Cn1c(=O)[nH]c(=O)c2c1nc(SCCN1CCCCC1)n2CCCc1ccccc1,73.7
CC1CCCCN1C(=O)c1ccc(S(=O)(=O)N2CCCCC2C)cc1 (stereo not drawn),85.1
CCOC(=O)c1cccc(NC(=O)Cn2c(CC(=O)N3CCCC3)nc3ccccc32)c1,76.3
CCN(CC)CCNC(=O)Cn1nc(-c2ccc(C)cc2)ccc1=O,81.6
COc1ccc(CCN2CNc3c(c(=O)n(C)c(=O)n3C)C2)cc1,97.0
C[C@H]([C@@H](N)C(=O)N[C@@H](C(=O)O)[C@@H]1O[C@H](n2ccc(=O)[nH]c2=O)[C@@H](O)[C@H]1O)[C@@H](O)c1ccc(O)cn1,89.7
CC(=O)N1CCN(CCN(CC2C(C)C=C(C)CC2C)C(C)=O)CC1 (stereo not drawn),97.0
O=C(Nc1cc(=O)c2ccccc2o1)N1CCCCC1,93.0
O=C(c1ccco1)c1nnn(Cc2ccccc2)c1-c1ccccc1,93.5
CC1Cc2ccccc2N1C(=O)CSc1nnc(CNc2ccccc2)o1 (stereo not drawn),71.5

# Random excerpt: 3 entries already listed
smiles,SK-BR-3 tox 24h
CSc1ccc(C2Nc3ccccc3-c3cc(C)nn32)cc1 (stereo not drawn),100.4
COc1ccccc1NC(=O)C1=C(C)NC2=C(C(=O)CCC2)C1c1ccc2c(c1)OCO2 (stereo not drawn),82.3
Cc1cccc(C2Nc3ccccc3C(=O)N2CCc2ccccc2)n1 (stereo not drawn),92.6

# A portion of the results above, for reference:
smiles,SK-BR-3 tox 24h
CCCCCCC1CC(CSc2ncn[nH]2)OC1=O (stereo not drawn),111.3
COc1cc(-n2c(C)nc3cc(C(=O)NCc4ccco4)ccc32)cc(OC)c1OC,95.5
COC(=O)c1c(C)noc1-c1cc(C)on1,87.1
CSc1nsc(SCC(=O)N2CCCc3ccccc32)n1,97.8
COc1ccccc1C(=O)N1CCN=C1SC,69.6
CCOC(=O)c1c(-c2ccc(C)o2)csc1NC(=O)CN1CCN(CC)CC1,84.0

# Next results follow.
smiles,SK-BR-3 tox 24h
COc1cc(C(=O)OCC(=O)Nc2cc(C)on2)ccc1OCc1ccccc1Cl,85.4
O=C(O)CCCCCNC(=O)CCn1cnc2ccccc2c1=O,82.9
O=C(O)c1cccc(S(=O)(=O)NCc2cccs2)c1,93.9
CCOc1ccc(OCc2ccc(C(=O)Nc3ccc(Cl)cn3)o2)cc1,88.7

# Source: PubChem (SRMLSC)
